# High-throughput results: PubChem BioAssay, several laboratories
# SARS 3CLpro inh: SARS-CoV 3CLpro protease inhibitors, primary screen, biochemical, quenched FRET. recombinant SARS-CoV 3CLpro, quenched FRET peptide cleavage. inhibition, % at 6 µM. hit rate 0.14% among 290,000; in the data active = inhibition above about 12%
# VHR inh abs: VHR1 phosphatase inhibitors, primary screen, biochemical, absorbance, uHTS. Dual specificity protein phosphatase 3 (Homo sapiens), P51452. recombinant VHR phosphatase, pNPP absorbance. inhibition, % at 13.3 µM. hit rate 0.52% among 290,000. AID 1654, 2009; in the data active = inhibition above about 50%; note: some compounds called inactive have numbers as strong as hits
# Anthrax LF prot: Bacillus anthracis LF protease inhibitors, primary screen, biochemical, multiplex microsphere, MLPCN library; inhibition, % at 10 µM; multiplex microsphere protease cleavage assay; AID 588501, 2011; hit rate 0.12% among 360,000; in the data active = inhibition above about 30%; note: plate controls were buffer without enzyme for full effect and enzyme alone for no effect
# Target sequence (P15917 whole entry, looked up): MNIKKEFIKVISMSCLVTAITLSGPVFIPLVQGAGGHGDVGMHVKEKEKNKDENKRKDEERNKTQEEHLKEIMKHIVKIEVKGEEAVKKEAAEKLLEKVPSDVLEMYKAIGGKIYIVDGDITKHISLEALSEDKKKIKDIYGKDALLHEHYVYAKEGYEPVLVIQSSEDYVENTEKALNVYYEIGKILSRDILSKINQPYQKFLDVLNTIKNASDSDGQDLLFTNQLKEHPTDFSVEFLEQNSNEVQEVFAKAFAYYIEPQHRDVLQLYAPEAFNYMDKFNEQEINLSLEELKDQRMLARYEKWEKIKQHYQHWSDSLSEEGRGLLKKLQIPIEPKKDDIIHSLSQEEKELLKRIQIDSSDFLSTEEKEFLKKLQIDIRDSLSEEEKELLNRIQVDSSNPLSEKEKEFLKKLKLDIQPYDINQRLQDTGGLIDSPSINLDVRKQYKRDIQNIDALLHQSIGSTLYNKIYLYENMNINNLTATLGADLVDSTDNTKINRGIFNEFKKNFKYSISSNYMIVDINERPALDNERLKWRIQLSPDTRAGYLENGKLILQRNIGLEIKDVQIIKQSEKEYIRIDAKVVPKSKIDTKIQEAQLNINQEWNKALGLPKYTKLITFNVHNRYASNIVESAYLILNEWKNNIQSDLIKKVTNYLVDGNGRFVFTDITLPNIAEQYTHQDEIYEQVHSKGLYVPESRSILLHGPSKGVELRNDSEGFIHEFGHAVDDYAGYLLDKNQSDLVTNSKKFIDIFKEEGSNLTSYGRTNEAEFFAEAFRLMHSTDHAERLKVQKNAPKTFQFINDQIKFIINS
# Vc quorum ag: inducers of Vibrio cholerae quorum light production without autoinducers, primary screen, BH1578 luxS cqsA deficient, single point; hit rate 0.16% among 350,000; activation, % at 18.7 µM; V. cholerae BH1578 lux reporter, luminescence, 6 h; in the data active = activation mostly above about 9.7%, no sharp cut-off; note: not every result past the cut was called active; inactives centre near 0; reference of the scale not given here
# PfHsp40 yeast: rescue of yeast from PfHsp40 toxicity, primary screen, S. cerevisiae, ATP luminescence; S. cerevisiae expressing PfHsp40, growth rescue; growth rescue, % at 12.5 µM; hit rate 0.68% among 340,000; AID 504582, 2011; in the data active = growth rescue above about 28%, passing the limit was not always enough;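 note: yeast W303a lacking pdr1 and pdr3 grown in galactose medium; growth measured after three days at 30 °C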
# Rv3671c inh: Rv3671c serine protease inhibitors, primary screen, biochemical, fluorescence polarization, M. tuberculosis H37Rv; inhibition, % at 5.96 µM; hit rate 0.048% among 320,000; AID 2606, 2010; in the data active = inhibition above about 38%;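 note: extracellular domain of Rv3671c used as enzyme; 0% = enzyme with DMSO and 100% = no enzyme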
# SSB-PriA inh: inhibitors of Klebsiella pneumoniae PriA binding to SSB C-terminal tail, primary screen, biochemical, AlphaScreen. PriA–SSB C-terminal tail interaction (Klebsiella pneumoniae). AlphaScreen SSBct-PriA binding, biotinylated peptide. inhibition, % at 33 µM. hit rate 0.6% among 430,000; in the data active = inhibition mostly above about 37%, no sharp cut-off; inactive = mostly below about 20%;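 note: plate controls were negative control peptide for no effect and reference peptide for full effect; strong numbers were not always called active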
# TcdB inh: TcdB glycohydrolase inhibitors, primary screen, biochemical, single point, plate reader. Toxin B (Clostridioides difficile), P18177. TcdB glycohydrolase enzymatic assay. inhibition, % at 9.99 µM. hit rate 0.24% among 350,000. AID 652162, 2013; in the data active = inhibition above about 10%
# MazEF act: activators of E. coli MazEF toxin-antitoxin RNase, primary screen, biochemical, fluorescence, uHTS; Endoribonuclease toxin MazF (Escherichia coli (strain K12)), P0AE70; FAM/BHQ RNA-DNA oligo cleavage fluorescence, 5 h; activation, % at 20 µM; hit rate 0.32% among 350,000; in the data active = activation above about 50%
# Target sequence (P0AE70 whole entry, looked up): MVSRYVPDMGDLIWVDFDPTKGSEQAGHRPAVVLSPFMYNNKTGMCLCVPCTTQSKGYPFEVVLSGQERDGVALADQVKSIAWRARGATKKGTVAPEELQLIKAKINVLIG
# Yp Topo-I inh: Yersinia pestis topoisomerase I inhibitors, primary screen, biochemical, cleavage product accumulation, plate reader, single point; Y. pestis Topo-I cleavage product accumulation; activity, % at 10 µM; hit rate 0.064% among 360,000; AID 504884, 2011; in the data active = activity above about 50%, passing the limit was not always enough; note: inactives centre near 2
# * marks the source's active call; other numbers are inactive results; i = inactive; nt = not tested or not shown; & = joins results of further samples.
SMILES,SARS 3CLpro inh,VHR inh abs,Anthrax LF prot,Vc quorum ag,PfHsp40 yeast,Rv3671c inh,SSB-PriA inh,TcdB inh,MazEF act,Yp Topo-I inh
N#C/C(=N\Nc1ccc(Cl)cc1)C(=O)c1ccsc1,5,-11,nt,i,0.1,2,nt,-0.2,-8,-11
CC(C)=CCC/C(C)=C/CNC(=O)C[C@H]1C[C@H](C(=O)N2CCCCC2)[C@@]2(CCc3ccccc3)c3[nH]c4cc(CCC(=O)N(C)C)ccc4c3CCN2C1=O,nt,nt,-4,i,-1.3,nt,-7,0.9,2,2
CC1=C(C(=O)Nc2ccccc2)C(c2cccs2)n2nnnc2N1 (stereo not given),-4,20,-2,5.9,1.0,10,0,0.0,13,2
COc1ccc(CC(=O)OCC(=O)Nc2ccc3[nH]c(=O)[nH]c3c2)cc1OC,nt,nt,-7,-0.4,nt,nt,nt,-10,-15,-4
Cc1ccc(-n2c(C)nnc2SCC(=O)NC2CCCC2)cc1,0,29,-1,i,-0.2,-8,-18,1.4,-3,-1
O=C(CN(Cc1ccco1)C(=O)CNS(=O)(=O)c1ccc(F)cc1)NCCc1ccccc1,-5,24,-1,i,-0.1,-7,-6,nt,0,-2
N#C/C(=C\c1ccc(OC(=O)c2ccc(Cl)s2)cc1)c1nc2ccccc2[nH]1,0,20,-2,-0.3,-0.1,-5,-13,nt,-24,11
Cc1ccccc1NC(=O)CCNS(=O)(=O)c1ccc2[nH]c(=O)oc2c1,-1,27,-1,-0.3,-1.5,-3,-12,1.3,4,-10
COc1ccc(CN2CCNC(=O)C2CC(=O)NC2CCCCCC2)c(F)c1 (stereo not given),-5,27,-4,i,2.3,-9,13,1.2,1,6
O=C(Cc1ccccc1F)Nc1nc(-c2ccc(F)c(F)c2)cs1,2,23,12,-0.4,242*,-36,-33,-0.3,26,-5
O=C(O)CC(SCC(=O)Nc1ccc(S(=O)(=O)N2CCCC2)cc1)C(=O)O (stereo not given),1,7,-5,0.8,0.6,-8,-2,-0.1,-8,-4
CN(C)S(=O)(=O)c1cccc(NC(=O)C2CCCN(C(=O)c3ccc(Cl)cc3)C2)c1 (stereo not given),nt,nt,3,-4.5,nt,nt,nt,1.6,11,20
COc1ccc(S(=O)(=O)N2CCCCC2c2cc(C(=O)Nc3ccc(OC)cc3C)no2)cc1 (stereo not given),nt,nt,-8,-0.7,nt,nt,nt,0.6,nt,29
COc1ccc(-c2nc(-c3ccccc3)ncc2S(C)(=O)=O)cc1,3,26,-6,-0.5,-0.4,-7,-4,0.9,-2,7
Cc1nc(NC(=O)CN2CCOCC2)sc1C(=O)N(C)C,-4,21,8,i,0.6,-2,-17,0.0,3,3
COc1ccc(C(=O)N/C(=C\c2ccc3c(c2)OCO3)C(=O)Nc2cccc(C(=O)O)c2)cc1,0,15,-3,-0.9,-0.5,-8,-4,-3.0,-1,2
CC1=CC2=NC(=O)/C(=C\c3cccn3CCOc3cccc(C)c3)C(=N)N2O1,0,7,-1,-0.3,44*,-34,4,0.4,-1,8
COC(=O)c1nc[nH]c1C(=O)OC,7,8,7,i,-1.5,0,-5&-9,0.9,-1,3
O=C(CCc1nnc(Cc2c[nH]c3ccccc23)o1)NCCC1CCCCO1 (stereo not given),nt,nt,-2,i,nt,nt,nt,1.7,-11,14
Cc1ccc2c(c1)C1CN(C)CCC1N2C(=S)Nc1ccc(OC(F)F)cc1 (stereo not given),-5,17,-2,-0.4,-0.3,3,-2,0.9,4,-17
Cc1nc2ccc(C(=O)OCC(=O)N(C)c3ccccc3)cc2nc1C,nt,nt,12,14,-0.6,nt,-4,0.1,-2,0
CCN(CC(=O)NCc1cccs1)C(=O)c1cccc(S(=O)(=O)Nc2ccccc2OC)c1,-4,6,-3,-0.2,1.9,-2,2,2.5,2,0
Cc1ccccc1OCC(=O)OCC(=O)c1ccc[nH]1,nt,nt,-5,i,-1.1,-9,36,-5.3,-25,10
COc1ccc(-c2ccc(CCC(=O)O)n2-c2ccccc2O)cc1,1,9,-2,i,-1.1,-6,-8,0.5,-4,13
Cc1ccc(C(=O)NCCCN2CCOCC2)cc1,-2,nt,-2,3.4,0.5,3,-9,nt,6,1
Cc1cc(Nc2ccccc2C(=O)O)n(-c2cccc(Cl)c2)n1,-4,14,1,-0.5,0.2,-3,-16,1.5,-18,0
CCN(CC)C(=O)c1cnn(-c2ccccc2)c1NC(=O)c1cccs1,1,18,-5,nt,-0.9,3,8,nt,-4,-1
CC1(CC(=O)N/N=C/c2cc(Br)c(O)cc2O)OCCO1,-1,-4,-1,1.5,-3.2,0,nt,nt,-14,-4
Cc1cc(C)c(NC(=O)CCN2CCN(Cc3ccccc3)CC2)c(C)c1,nt,nt,nt,i,-1.3,1,-5,1.4,-2,-3
COc1ccc(-c2nc(CS(=O)(=O)CC(=O)NCCCN3CCOCC3)c(C)o2)cc1,-2,29,-1,i,3.8,1,1,0.5,-6,1
CCCC(=O)N1CCN(c2ccc(NC(=O)c3ccc4c(c3)OCCO4)cc2)CC1,2,35,-4,0.3,-0.5,-7,-7,-10,2,7
COc1ccc(NC(=O)NN2CCN(C)CC2)cc1,1,40,-1,i,-0.5,nt,12,0.3,2,-1
O=C(Nc1cccc(NC(=S)NC(=O)c2cccs2)c1)c1ccccc1,3,-2,-4,-2.4,-0.7,-7,2,nt,14,19
COc1cc2[nH]c(=O)n(CCCCCC(=O)NCCCN3CCC(C)CC3)c(=O)c2cc1OC,-8,9,-5,-2.9,0.1,4,-21,nt,7,-3
C=CCN(Cc1cc(OC)ccc1OC)S(=O)(=O)N(C)C,1,11,0,-0.5,-1.0,-2,-2,nt,3,-10
COC(=O)c1cc(S(=O)(=O)n2nc(C)c(Br)c2C)c(Cl)cc1Cl,4,20,-9,-0.1,0.1,1,-8,nt,4,-3
CSc1n[nH]c(NC(=O)c2c(-c3c(Cl)cccc3Cl)noc2C)n1,8,23,3,0.7,-0.8,-9,-4,5.5,16,-5
N#Cc1cc2c(nc1SCc1ccccc1)CCCCC2,0,3,0,0.3,1.5,-4,0,nt,-6,22
O=Cc1ccc(OCCOc2ccc([N+](=O)[O-])cc2)cc1,-2,-8,-2,-1.4,-1.7,2,1,0.6,-12,0
Cn1nc(C(=O)OCC(=O)c2ccc[nH]2)c2ccccc2c1=O,-4,13,-3,-0.4,0.0,3,-6,1.0,-6,-1
COCCNC(=O)Cc1cn(C)c2ccccc12,5,-2,0,0.0,6.5,3,10,nt,1,1
COC(=O)c1cccc(CC2(C)C(=O)Nc3cc(-c4ccccc4Cl)ccc32)c1 (stereo not given),nt,nt,1,-0.4,nt,nt,nt,-4.4,nt,-4
Cc1cccc(Oc2nccc(C(F)(F)F)c2C(=O)Nc2ccc(F)cc2F)c1,1,-15,5,i,-0.5,-4,-8,0.6,6,-5
CCOC(=O)N1CCN(S(=O)(=O)c2ccc(NC(C)=O)cc2)CC1,0,52*,-2,-2.0,-0.4,4,-4,0.3,2,-13
O=C(c1ccc2oc(CCc3ccccc3)nc2c1)N1CC[C@H](O)C1,2,17,1,i,-0.3,-8,-2,3.2,-3,-6
CCOc1ccc(NC(=O)Nc2cccnc2)cc1,2,22,0,-0.5,-0.5,-4,-17,-5.5,-3,-1
C=CCNC(=O)C1(c2ccccc2)CC1(Cl)Cl (stereo not given),-7,-1,-4,-0.3,0.5,-9,-7,-1.1,-3,3
CC1CC(NC(=O)C2C3CCC(O3)C2C(=O)O)CC(C)(C)C1 (stereo not given),-4,-1,0,-0.3,-2.1,1,-6,nt,-1,8
CC(=O)c1ccc(NCC(=O)N2CCN(c3ccccc3)CC2)cc1,-2,18,-6,i,-0.8,2,-2,nt,21,-1
O=C(CN1C(=O)CCS(=O)(=O)c2ccccc21)Nc1cccc(F)c1,-1,14,-2,-2.4,-1.2,-2,-3,nt,3,2
Cc1nn(-c2ccccc2)c(C)c1CN(C)C(=O)c1ccc(S(=O)(=O)NCc2ccco2)cc1,nt,nt,0,i,0.3,1,-5,0.8,0,23
O=C(CCC(=O)Nc1ccccc1)N/N=C/C=C/c1ccccc1,2,10,-2,2.3,0.2,2,nt,nt,1,3
Cc1c(NC(=O)c2ccc(=O)oc2)c(=O)n(-c2ccccc2)n1C,1,-17,-4,nt,1.9,-3,6,nt,-5,3
Cc1ccccc1N(CC(=O)NC1CCCC1)C(=O)CS(=O)CC(=O)Nc1ccc2c(c1)OCO2 (stereo not given),-1,21,1,-0.2,0.0,1,-11,nt,-1,19
CC(=O)Nc1cc(-c2ccc(CO)cc2)cn2c(-c3ccc(F)c(Cl)c3)cnc12,nt,nt,-7,0.9,nt,nt,nt,1.6,nt,13
CCCn1c(SCC(=O)N2CCN(c3ccc(OC)cc3)CC2)nc2c1c(=O)n(C)c(=O)n2C,0,17,-2,-1.8,1.7,5,-12,nt,-3,22
Cc1nc2ccc(N3CCN(C)CC3)cc2nc1C,-8,24,-2,i,-0.4,4,2,2.4,-1,7

# This is a subset; rates above refer to the full screens.
